Rab9 promoter act = qHTS Assay for Rab9 Promoter Activators; Huh7 Rab9 promoter-luciferase reporter, luminescence, 24 h; Potency, µM (doses to about 9.22 µM), inactives show at the highest dose activation, negative = inhibition, most hits filed as activators; 320,000 compounds, 2.8% hits; further: potency means the concentration at half of the fitted maximal effect; % of control where 0% means no effect; nearly all actives have a fitted effect of over 60% in size
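Promoter activation is measured as luciferase luminescence in Huh7 cells stably transfected with a Rab9 promoter–luciferase construct, following 24 h compound exposure at 37 °C and 10 min reagent incubation at ambient temperature.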
p53 reactivator = qHTS assay for re-activators of p53 using a Luc reporter. H1299 p53-A138V BP100-luciferase reporter, luminescence, 24 h. Potency, µM (doses to about 92.2 µM), inactives show top-dose activity change, positive = activation, hits mostly activators. 320,000 compounds, 0.063% hits; further: potency means the concentration at half of the fitted maximal effect; % of control where 0% means no effect; nearly all actives have a fitted effect of over 45% in size
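p53-null H1299 cells stably carrying temperature-sensitive p53-A138V and a BP100-luciferase reporter were pinned with compounds (4-point, 1:5 series) and held 24 hrs at 37 deg C. Luminescence was read 10 min after detection reagent.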
TRPV1 ag = HTS Assay for Compounds that Act as Agonists of the Vanilloid Receptor 1. AID 540275, 2011. Transient receptor potential cation channel subfamily V member 1 (Homo sapiens), Q8NER1. 320,000 compounds, 0.19% hits. TRPV1-expressing cells, Fluo-8 calcium influx, agonist mode. activation, % at 8.33 µM; in the data active means activation above about 80%; inconclusive means between about 30% and that limit; further: 0% is about no effect
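TRPV1-expressing cells were cultured overnight at 35.5C and loaded with Fluo-8 calcium dye for 40 to 90 min at room temperature. After a 10 s baseline, compound was added and calcium influx was read kinetically for 3 min (ex 480/em 520 nm).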
BRCA1 expr act = qHTS Assay to Identify Small Molecule Activators of BRCA1 Expression; MCF7-BRCA1-FFLuc reporter, luminescence, 48 h; response scale: scaled: vehicle 0%, 10 µM genistein 100%; Potency, µM (top dose mostly 46.1 µM), inactives show at the top dose activation, hits mostly activators; 380,000 compounds, 1.1% hits; further: potency means the concentration at half of the fitted maximal effect; nearly all actives have a fitted effect of over 80% in size; some results filed as inactive show a strong effect at the top dose
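MCF7 cells carrying a BRCA1-firefly luciferase reporter (2000 cells/well, phenol-red free MEM) were attached for 2 h at 37 °C, then given compounds for 48 h. Luminescence was read 15 min after luciferase reagent; activity normalized to genistein (10 microM) and DMSO.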
RORg inh = qHTS for inhibitors of ROR gamma transcriptional activity; Drosophila S2 Gal4-RORgamma UAS-luciferase reporter, 20 h; Potency, µM (doses to about 53.6 µM), for inactives: at the top dose activity change, negative = inhibition, hits mostly inhibitors; 310,000 compounds, 5.4% hits; AID 2551, 2010; further: potency means the concentration at half of the fitted maximal effect; on the % scale 0 is the no-effect control and ±100 the full control effect; nearly all actives have a fitted effect of over 60% in size
Target sequence (P51450 whole entry, looked up, the tested form may be a part): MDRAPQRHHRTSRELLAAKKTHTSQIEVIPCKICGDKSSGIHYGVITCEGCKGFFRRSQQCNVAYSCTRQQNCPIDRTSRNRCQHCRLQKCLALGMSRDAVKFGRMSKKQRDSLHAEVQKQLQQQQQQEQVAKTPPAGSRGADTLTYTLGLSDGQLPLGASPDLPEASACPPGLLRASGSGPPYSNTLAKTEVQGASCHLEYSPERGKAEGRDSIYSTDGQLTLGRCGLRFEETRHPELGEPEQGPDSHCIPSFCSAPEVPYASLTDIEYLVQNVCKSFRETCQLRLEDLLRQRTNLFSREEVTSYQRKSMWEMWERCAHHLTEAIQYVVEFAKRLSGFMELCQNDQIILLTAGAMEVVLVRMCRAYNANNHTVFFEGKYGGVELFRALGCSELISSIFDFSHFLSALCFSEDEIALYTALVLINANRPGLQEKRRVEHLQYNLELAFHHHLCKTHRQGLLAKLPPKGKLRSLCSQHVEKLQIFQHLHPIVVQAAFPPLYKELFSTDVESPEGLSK
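Stable Schneider cell line, Gal4 DNA-binding domain fused to ROR gamma, UAS-luciferase. Cmpd 1 hr RT → CuSO4 700 uM final → 20 hr RT → luciferase reagent 10 min → luminescence.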
Tb PFK inh = qHTS Assay to Find Inhibitors of T. brucei phosphofructokinase; T. brucei PFK, ADP-Glo luminescence; Potency, µM (titrated, usually from 57.5 µM), for inactives: at the top dose activity, negative = inhibition, hits mostly inhibitors; 330,000 compounds, 0.17% hits; AID 485367, 2010;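 further: potency means the concentration at half of the fitted maximal effect; 0% = uninhibited 1x PFK enzyme wells and -100% = no-enzyme wells; nearly all actives have a fitted effect of over 60% in size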
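Activity is normalized to no-enzyme wells (full inhibition) and 1.25 nM enzyme wells (no inhibition). Reaction: 0.5 mM F6P, 0.1 mM ATP, 45 min RT, ADP-Glo luminescence; concentration-response curves fitted and classed by quality.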
ELG1 genotoxic = qHTS screen for small molecules that induce genotoxicity in human embryonic kidney (HEK293T) cells expressing luciferase-tagged ELG1; 330,000 compounds, 1.3% hits; HEK293T ELG1-luciferase reporter, luminescence, 16 h; AID 504466, 2011; Potency, µM (series often up to 46 µM), for the others: at the top dose activity change, positive = activation, hits mostly activators; further: potency means the concentration at half of the fitted maximal effect; % of control where 0% means no effect; nearly all actives have a fitted effect of over 60% in size
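DMSO vehicle served as control against compound-treated ELG1-luciferase HEK293T cells; exposure lasted 16 hr at 37 °C and 5% CO2, followed by ONE-Glo luminescence detection after 30 min.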
Gal4-VP16 FLuc = VP16 counterscreen qHTS for inhibitors of ROR gamma transcriptional activity; 310,000 compounds, 3.5% hits; Drosophila S2 Gal4-VP16 UAS-luciferase, luminescence, 20 h; AID 2546, 2010; Potency, µM (doses to about 53.6 µM), without a hit: at the highest dose activity, negative = inhibition, actives largely listed as inhibitors;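 further: Gal4-VP16 expression switched on by copper sulfate through the metallothionein promoter; potency means the concentration at half of the fitted maximal effect; on the % scale 0 is the no-effect control and ±100 the full control effect; nearly all actives have a fitted effect of over 50% in size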
FLuc counter = qHTS profiling assay for firefly luciferase inhibitor/activator using purifed enzyme and Km concentrations of substrates (counterscreen for miR-21 project). purified FLuc, Km substrates, luminescence inhibition. Potency, µM (series often up to 57.5 µM), for the others: at the highest dose activity change, negative = inhibition, most hits filed as inhibitors. 360,000 compounds, 6.9% hits;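 further: potency means the concentration at half of the fitted maximal effect; plate controls were vehicle for no effect and reference inhibitor for full effect; nearly all actives have a fitted effect of over 55% in size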
Target sequence (P08659 whole entry, looked up): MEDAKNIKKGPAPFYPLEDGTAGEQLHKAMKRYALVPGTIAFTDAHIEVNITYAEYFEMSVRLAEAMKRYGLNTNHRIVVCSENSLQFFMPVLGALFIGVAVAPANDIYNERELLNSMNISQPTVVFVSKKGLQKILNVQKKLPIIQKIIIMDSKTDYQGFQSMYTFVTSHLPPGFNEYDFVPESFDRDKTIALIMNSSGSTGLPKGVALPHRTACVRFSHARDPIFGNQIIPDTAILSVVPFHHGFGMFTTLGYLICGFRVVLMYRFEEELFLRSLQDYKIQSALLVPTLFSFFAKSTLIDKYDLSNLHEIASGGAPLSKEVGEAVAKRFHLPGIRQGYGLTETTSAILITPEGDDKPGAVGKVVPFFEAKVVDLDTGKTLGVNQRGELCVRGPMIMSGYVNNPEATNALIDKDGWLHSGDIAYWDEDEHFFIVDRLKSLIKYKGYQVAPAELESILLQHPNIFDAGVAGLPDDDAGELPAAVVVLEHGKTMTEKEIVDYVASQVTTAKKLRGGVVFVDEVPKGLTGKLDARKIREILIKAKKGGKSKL
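Biochemical qHTS of compounds, final roughly 60 µM downward over six points, against 10 nM purified firefly luciferase using Km concentrations of substrates (10 uM D-luciferin, 10 uM ATP) in Tris acetate pH 7.5 buffer; luminescence output.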
ELG1 DNA repair = qHTS screen for small molecules that inhibit ELG1-dependent DNA repair in human embryonic kidney (HEK293T) cells expressing luciferase-tagged ELG1 | HEK293T ELG1-luciferase reporter, luminescence, 16 h; DNA damage induced by 5-fluorouridine | Potency, µM (series often up to 46.1 µM), for the others: at the highest dose activity change, negative = inhibition, hits mostly inhibitors | 330,000 compounds, 2.3% hits; further: potency means the concentration at half of the fitted maximal effect; on the % scale 0 is the no-effect control and ±100 the full control effect; nearly all actives have a fitted effect of over 55% in size
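In this reporter screen, reduction of luminescence relative to DMSO vehicle indicated activity. Compounds and 5-fluorouridine were added together to 2,000 cells per well, incubated for 16 hr at 37 °C, then developed with ONE-Glo.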
NPC1 promoter act = qHTS Assay for NPC1 Promoter Activators; Huh7 NPC1 promoter luciferase reporter, 24 h; AID 485313, 2010; 320,000 compounds, 2.4% hits; Potency, µM (series often up to 9.22 µM), without a hit: top-dose activation, actives largely listed as activators;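 further: potency means the concentration at half of the fitted maximal effect; % of control where 0% means no effect; nearly all actives have a fitted effect of over 60% in size; reporter is driven by a mutant NPC1 promoter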
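Compounds in DMSO were transferred onto Huh7 NPC1-luciferase reporter cells pre-incubated 2 h; after 24 h at 37 °C, Amplite reagent was dispensed and luminescence recorded 10 min later.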
Active calls of the source: *. Unless noted, the call rests on the fitted dose curve; in most records, active means well fitted curve in the direction sought with a large enough effect; inconclusive means small, poorly fitted or top-dose-only effect, or another doubt; inactive means no such curve, though single readings can be large; an effect the other way counts as inactive or inconclusive.

How did CC(=O)c1ccc(OCc2cc(C(=O)N(C)Cc3nc4c(C)cccc4[nH]3)no2)cc1 do in these assays?
Rab9 promoter act: -5%; p53 reactivator: -5%; TRPV1 ag: -1; BRCA1 expr act: -19%; RORg inh: 29%; Tb PFK inh: -1%; ELG1 genotoxic: -9%; Gal4-VP16 FLuc: 13%; FLuc counter: 0%; ELG1 DNA repair: -15%; NPC1 promoter act: -10%

How did CCCCN(C)CCCNC(=O)c1cc(Nc2ccc(OC)c(OC)c2)nc2ccccc12 do in these assays?
Rab9 promoter act: -8%; p53 reactivator: -3%; TRPV1 ag: -3; BRCA1 expr act: -9%; RORg inh: -21%; Tb PFK inh: 3%; ELG1 genotoxic: -1%; Gal4-VP16 FLuc: 0%; FLuc counter: inconclusive; ELG1 DNA repair: 18%; NPC1 promoter act: 4%

What do the screens show for `O=C(CSc1ccccc1)Nc1ccccc1N1CCOCC1`?
Rab9 promoter act: 0%; p53 reactivator: -29%; TRPV1 ag: 12; BRCA1 expr act: -17%; RORg inh: 14%; Tb PFK inh: 1%; ELG1 genotoxic: 2%; Gal4-VP16 FLuc: 9%; FLuc counter: 1%; ELG1 DNA repair: -15%; NPC1 promoter act: -1%

What do the screens show for `O=C(CSCc1c(F)cccc1F)Nc1ccccc1`?
Rab9 promoter act: 14%; TRPV1 ag: inconclusive; BRCA1 expr act: 2%; RORg inh: inconclusive; Tb PFK inh: 0%; ELG1 genotoxic: inconclusive; Gal4-VP16 FLuc: 26%; FLuc counter: inconclusive; ELG1 DNA repair: inconclusive; NPC1 promoter act: inconclusive

What do the screens show for `COC(=O)c1cc(OC)c(OC)cc1N`?
Rab9 promoter act: -1%; p53 reactivator: 6%; TRPV1 ag: -2; BRCA1 expr act: 9%; RORg inh: 19%; Tb PFK inh: -3%; ELG1 genotoxic: 3%; Gal4-VP16 FLuc: 1%; FLuc counter: -11%; ELG1 DNA repair: inconclusive; NPC1 promoter act: 1%

What do the screens show for `CCc1ccccc1NC(=O)Cn1nc(C(F)(F)F)cc1C1CC1`?
Rab9 promoter act: -4%; p53 reactivator: -5%; TRPV1 ag: 8; BRCA1 expr act: -4%; RORg inh: 23%; Tb PFK inh: -4%; ELG1 genotoxic: 0%; Gal4-VP16 FLuc: -4%; FLuc counter: 1%; ELG1 DNA repair: 5%; NPC1 promoter act: -5%

How did CC(=O)c1c(C)[nH]c(C(=O)OCC(=O)Nc2ccc([N+](=O)[O-])cc2Cl)c1C do in these assays?
Rab9 promoter act: 0%; p53 reactivator: -10%; TRPV1 ag: 1; BRCA1 expr act: -3%; RORg inh: -7%; Tb PFK inh: 0%; ELG1 genotoxic: inconclusive; Gal4-VP16 FLuc: -15%; FLuc counter: -1%; ELG1 DNA repair: inconclusive; NPC1 promoter act: 1%

How did COc1ccc(C2=NCCn3c2c2ccc(C(F)(F)F)cc2[n+]3[O-])cc1 do in these assays?
Rab9 promoter act: -1%; p53 reactivator: -2%; TRPV1 ag: 10; BRCA1 expr act: 0%; Tb PFK inh: -12%; ELG1 genotoxic: 4%; FLuc counter: 1%; ELG1 DNA repair: 14%; NPC1 promoter act: -1%

Results for Clc1ccc(C2=CSC3=NCCN23)cc1Cl ?
Rab9 promoter act: 0%; p53 reactivator: -26%; TRPV1 ag: -3; BRCA1 expr act: -53%; RORg inh: inconclusive; Tb PFK inh: -7%; ELG1 genotoxic: 0%; Gal4-VP16 FLuc: -5%; FLuc counter: 0%; ELG1 DNA repair: -2%; NPC1 promoter act: 2%

How did Cc1ccccc1N(CC(=O)NC(C)(C)C)C(=O)CS(=O)CC(=O)Nc1ccc2c(c1)OCO2 (centres undefined) do in these assays?
Rab9 promoter act: 0%; p53 reactivator: 3%; TRPV1 ag: -3; BRCA1 expr act: 2%; RORg inh: 5%; Tb PFK inh: 1%; ELG1 genotoxic: 0%; Gal4-VP16 FLuc: 0%; FLuc counter: -2%; ELG1 DNA repair: 8%; NPC1 promoter act: 0%

Results for Cc1occc1C(=O)NNC(=O)CN1C(=O)NC2(CCCCC2)C1=O ?
Rab9 promoter act: 0%; p53 reactivator: 2%; TRPV1 ag: -6; BRCA1 expr act: -21%; Tb PFK inh: -4%; ELG1 genotoxic: -1%; FLuc counter: 9%; ELG1 DNA repair: 26%; NPC1 promoter act: -4%

Results for Cc1ccc(C(=O)Nc2nc(-c3ccc([N+](=O)[O-])cc3)cs2)o1 ?
Rab9 promoter act: -5%; p53 reactivator: -5%; TRPV1 ag: 7; BRCA1 expr act: -10%; RORg inh: 20%; Tb PFK inh: -7%; ELG1 genotoxic: -8%; Gal4-VP16 FLuc: inconclusive; FLuc counter: -9%; ELG1 DNA repair: 1%; NPC1 promoter act: -1%

How did O=C(COC(=O)c1ccccc1SCC(=O)N1CCCC1)NC1CCCCC1 do in these assays?
Rab9 promoter act: 7%; p53 reactivator: 0%; TRPV1 ag: -2; BRCA1 expr act: 16%; Tb PFK inh: 1%; ELG1 genotoxic: 3%; FLuc counter: inconclusive; ELG1 DNA repair: 1%; NPC1 promoter act: 1%

How did COc1ccc2nc(SCC(=O)C(C)(C)C)[nH]c2c1 do in these assays?
Rab9 promoter act: 2.2µM*; p53 reactivator: 28%; TRPV1 ag: 7; BRCA1 expr act: 7.9µM*; RORg inh: -2%; Tb PFK inh: -3%; ELG1 genotoxic: 15µM*; Gal4-VP16 FLuc: -10%; FLuc counter: inconclusive; ELG1 DNA repair: inconclusive; NPC1 promoter act: 2µM*

Results for CN1CCN(C2CCN(c3ccc(Nc4nnc(Cl)c(Nc5ccccc5S(C)(=O)=O)n4)c(OC(CF)CF)c3)CC2)CC1 ?
p53 reactivator: -2%; BRCA1 expr act: -10%; Tb PFK inh: 1%; ELG1 genotoxic: 0%; ELG1 DNA repair: -13%

What do the screens show for `COc1ccc(NC(=O)CNS(=O)(=O)c2cccs2)cc1`?
Rab9 promoter act: 3%; p53 reactivator: inconclusive; TRPV1 ag: 1; BRCA1 expr act: 63%; RORg inh: 4%; Tb PFK inh: -6%; ELG1 genotoxic: inconclusive; Gal4-VP16 FLuc: 23%; FLuc counter: -13%; ELG1 DNA repair: 29%; NPC1 promoter act: 8%

What do the screens show for `Cc1nc(NC(=O)CN(C)S(=O)(=O)c2ccc(Cl)cc2)sc1C`?
Rab9 promoter act: -6%; p53 reactivator: -3%; TRPV1 ag: 4; BRCA1 expr act: -21%; RORg inh: 1%; Tb PFK inh: 0%; ELG1 genotoxic: -4%; Gal4-VP16 FLuc: 1%; FLuc counter: 2%; ELG1 DNA repair: inconclusive; NPC1 promoter act: -2%

What do the screens show for `CCCCn1c(C(C)NC(=O)COC)nc2ccccc21` (centres undefined)?
Rab9 promoter act: -10%; p53 reactivator: inconclusive; TRPV1 ag: 6; BRCA1 expr act: 0%; RORg inh: -4%; Tb PFK inh: 1%; ELG1 genotoxic: -1%; Gal4-VP16 FLuc: 0%; FLuc counter: 3%; ELG1 DNA repair: 0%; NPC1 promoter act: -2%

How did COc1ccc(-n2c(COc3ccccc3)nnc2SCc2ccc(C#N)cc2)cc1 do in these assays?
Rab9 promoter act: -4%; p53 reactivator: inconclusive; TRPV1 ag: 25; BRCA1 expr act: -44%; RORg inh: -2%; Tb PFK inh: 0%; ELG1 genotoxic: -13%; Gal4-VP16 FLuc: 9%; FLuc counter: 3%; ELG1 DNA repair: inconclusive; NPC1 promoter act: -4%

How did N#CC1(Cc2ccc([N+](=O)[O-])cc2)c2ccccc2C=CN1C(=O)c1ccccc1 (centres undefined) do in these assays?
Rab9 promoter act: -2%; p53 reactivator: 1%; TRPV1 ag: 7; BRCA1 expr act: -23%; RORg inh: -8%; Tb PFK inh: -2%; ELG1 genotoxic: -2%; Gal4-VP16 FLuc: -4%; FLuc counter: 5%; ELG1 DNA repair: 0%; NPC1 promoter act: 0%

Results for Cc1cc(OCC(=O)Nc2ccccn2)c2c(C)cc(=O)oc2c1 ?
Rab9 promoter act: -2%; p53 reactivator: 14%; TRPV1 ag: 3; BRCA1 expr act: 10%; RORg inh: 13%; Tb PFK inh: -2%; ELG1 genotoxic: 10%; Gal4-VP16 FLuc: -2%; FLuc counter: -10%; ELG1 DNA repair: inconclusive; NPC1 promoter act: 4%

Rows were taken by chance. About 15% of those tested had a hit in this group.
